SSB-PriA inh – blocks PriA binding to SSB C-terminal tail. inhibition, % at 33 µM. actives 0.6% (n = 430,000). AlphaScreen SSBct-PriA binding, biotinylated peptide; in the data active = inhibition mostly above about 37%, no sharp cut-off; inactive = mostly below about 20%;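 also: plate controls were negative control peptide for no effect and reference peptide for full effect; strong numbers were not always called active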
Rv3671c protease – inhibits the M. tuberculosis serine protease Rv3671c; inhibition, % at 5.96 µM; actives 0.048% (n = 320,000); in the data active = inhibition above about 38%;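 also: extracellular domain of Rv3671c used as enzyme; 0% = enzyme with DMSO and 100% = no enzyme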
PrPC TRFRET – cell surface PrPC inhibition, primary TR-FRET screen; actives 0.43% (n = 370,000); P04156; TR-FRET read-out; inhibition, % at 13.8 µM; AID 720596; in the data active = inhibition above about 24%; also: 0% = median of the test wells and 100% = reference compound wells
VHR inh abs – DUSP3 (human) phosphatase inhibition; actives 0.52% (n = 290,000); inhibition, % at 13.3 µM; P51452; recombinant VHR phosphatase, pNPP absorbance; in the data active = inhibition above about 50%; also: some compounds called inactive have numbers as strong as hits
Y pestis TopoI – Y. pestis Topo-I inhibition via cleavage products; Y. pestis Topo-I cleavage product accumulation, plate reader; activity, % at 10 µM; AID 504884; actives 0.064% (n = 360,000); in the data active = activity above about 50%, passing the limit was not always enough; also: inactives centre near 2
Vc quorum ag – inducers of Vibrio cholerae quorum light production without autoinducers; V. cholerae BH1578 lux reporter, luminescence, 6 h; actives 0.16% (n = 350,000); activation, % at 18.7 µM; in the data active = activation mostly above about 9.7%, no sharp cut-off; also: not every result past the cut was called active; inactives centre near 0; reference of the scale not given here
MazEF act – MazEF (E. coli) toxin RNase activation | FAM/BHQ RNA-DNA oligo cleavage fluorescence, 5 h | activation, % at 20 µM | actives 0.32% (n = 350,000) | AID 504720; in the data active = activation above about 50%
CCHF vOTU inh – CCHFV vOTU protease inhibition; Pep-AMC fluorescence; inhibition, % at 11.5 µM; actives 0.55% (n = 370,000); AID 651958; in the data active = inhibition above about 30%; also: 0% = vehicle wells with enzyme and 100% = no enzyme wells
TcdB inh – blocks C. difficile toxin B glycohydrolase activity; P18177; TcdB glycohydrolase enzymatic assay, plate reader; inhibition, % at 9.99 µM; actives 0.24% (n = 350,000); AID 652162; in the data active = inhibition above about 10%
3CLpro inhibitor – SARS-CoV 3CLpro protease inhibition; recombinant SARS-CoV 3CLpro, quenched FRET peptide cleavage; inhibition, % at 6 µM; actives 0.14% (n = 290,000); in the data active = inhibition above about 12%
The depositor's hits bear a star; i = inactive; / = not tested or not shown. A portion of the library; count on the stated rates, not on these rows.

SMILES	SSB-PriA inh	Rv3671c protease	PrPC TRFRET	VHR inh abs	Y pestis TopoI	Vc quorum ag	MazEF act	CCHF vOTU inh	TcdB inh	3CLpro inhibitor
CCN(C[C@H]1N[C@@](CC)(C(=O)OC)[C@H]2C(=O)N(C)C(=O)[C@@H]12)C(=O)Nc1ccc(Cl)cc1	-6	-1	4	/	-9	-1.0	5	-4	0.8	/
Cc1c(N)cccc1-n1cccc1	-2	5	4	7	-2	i	5	-12	0.3	4
Cc1ccc(C(=O)Cc2ccccc2)cc1	-22	/	5	/	0	/	-15	-3	-0.3	/
O=S(=O)(/N=C(/Nc1ccccc1)c1ccccc1O)c1ccccc1	/	1	-4	22	6	-0.2	-7	-11	2.4	3
COc1ccc(N2CCN(CC(O)COCCOc3ccc(Br)cc3)CC2)cc1 (stereo unspecified)	10	-8	-2	5	6	-0.3	4	-6	-0.3	2
CCc1noc(C)c1C(=O)OCC(=O)N(CC)c1c(N)n(Cc2ccccc2)c(=O)[nH]c1=O	-9	-5	-1	/	-5	-2.3	4	-7	0.5	/
COc1cccc(C(=O)Nn2c(-c3cccs3)nc3ccccc3c2=O)c1OC	-1	-4	6	4	2	-0.3	1	1	1.5	-2
COc1ccc(CN(Cc2ccco2)S(=O)(=O)c2ccc(S(=O)(=O)N3CCCC3)cc2)cc1	-5	1	2	-1	-10	i	-3	-5	/	-6
CC[N+](CC)(CC)CCC(O)(c1ccccc1)C1CCCCC1 (stereo unspecified)	-7	4	-3	/	-9	i	8	6	0.2	/
Cc1ccc2c(c1)c1c3n2CCN(C(=O)C2CC2)C3CCC1 (stereo unspecified)	-20	5	-3	2	23	/	-2	1	-0.1	3
COC(=O)C1=C(c2ccc(S(C)(=O)=O)cc2)C[C@@H]2CC[C@H]1N2C(=O)NCc1ccc(F)cc1	6	6	0	/	3	-2.4	9	-9	/	/
CS(=O)(=O)NCCSc1cc(C(F)(F)F)nc2ccccc12	-13	-5	-6	-26	4	i	5	-10	-0.2	-2
CC(C)(C)C1=C(C#N)C(c2cc3c(cc2Br)OCO3)C(C#N)=C(N)O1 (stereo unspecified)	-3	1	-2	6	-2	-12	1	3	/	/
COc1ccccc1NS(=O)(=O)c1ccc(/C=C/C(=O)N2CCN(C(C)=O)CC2)cc1	-1	-3	-11	/	9	2.0	2	-4	0.1	/
CCOC(=O)N(C)c1ccc(C(O)(C(F)(F)F)C(F)(F)F)cc1	-9	-8	5	10	3	-0.3	8	8	/	5
CCOC(=O)N1CCN(C(=O)c2ccc3c(Cl)c4c(nc3c2)CCCC4)CC1	-1	4	-3	-20	14	-0.4	4	-8	0.5	-3
O=C(OCc1cccc2ccccc12)C1CC(=O)N(c2ccccc2)C1 (stereo unspecified)	-23	-9	-3	39	-1	-0.8	1	9	-0.5	5
O=C(NCc1ccccc1)/C(=C\c1ccc(O)cc1)NC(=O)c1ccco1	-7	-5	-9	2	4	-0.8	3	20	1.2	0
O=C(CSc1ncnc2c1oc1ccccc12)OCc1ccccc1	-15	-10	/	19	-3	0.0	-6	/	0.4	0
CC(C)C(=O)Nc1nnc(CCN2CCOCC2)s1	-5	-12	-4	51*	-7	-0.2	-1	-8	/	3
COCc1cc(N2CCOCC2)nc(SCc2ccc(Cl)cc2)n1	-51	-5	6	-17	22	i	-4	3	1.0	0
COc1ccc(C(=S)N2CCOCC2)cc1OC(=O)c1ccc([N+](=O)[O-])cc1	-1	-3	2	2	8	i	5	1	0.6	-1
COc1ccc(C(=O)NC(=S)Nc2ccc(CN3CCCCC3)cc2)cc1Cl	8	-3	-9	11	13	-0.4	18	25	2.0	3
O=C(NCc1ccco1)c1cc(-c2cccc(Cl)c2)on1	-4	-9	6	14	-14	-4.9	-9	5	/	3
Cc1ccc(C(=O)NC(=S)NCc2ccccc2)cc1Br	7	-9	-5	/	12	0.6	0	11	0.0	/
SMILES	SSB-PriA inh	Rv3671c protease	PrPC TRFRET	VHR inh abs	Y pestis TopoI	Vc quorum ag	MazEF act	CCHF vOTU inh	TcdB inh	3CLpro inhibitor
O=C(Nc1nnc(CCN2CCCCC2)s1)C1CCCCC1	-9	1	-1	-9	-1	-0.4	5	0	/	-5
CNC(=O)C(C)Sc1ccc(S(=O)(=O)N2CCOCC2)cn1 (stereo unspecified)	-15	-15	0	/	1	-0.1	5	5	-0.1	/
Cc1cc2c(cc1S(=O)(=O)CCC(=O)NCc1ccccc1)OCC(=O)N2	0	-5	0	-18	-2	-1.3	0	2	2.0	7
CCc1ccc(CN2CCC(n3nccc3NC(=O)c3cccc(F)c3)CC2)cc1	-5	-2	-4	-4	9	/	-1	11	1.6	1
Cc1ccc(NC(=O)c2ccc(Cl)c(S(=O)(=O)NCC3CCCO3)c2)c(O)c1 (stereo unspecified)	-8	3	-8	12	-12	i	3	12	0.8	7
COCCCNCC#CCOc1ccc(OC)cc1	-7	7	-4	20	1	-1.4	7	0	0.5	6
Cc1c(C)n2c(SCC(=O)N3CCCC3)nnc2[nH]c1=O	-2	5	-2	/	-1	i	5	-7	1.6	/
Cc1cccnc1NC(=O)Nc1cccs1	2	1	-1	-2	-5	i	4	-2	/	2
C=CCNC(=O)c1c(CS(=O)(=O)c2ccccc2)noc1C(=O)NCc1ccccc1	-11	-8	1	/	5	-2.2	0	2	0.9	/
O=C(CCNc1ccc(F)c(Cl)c1)c1ccco1	2	-1	8	22	0	-3.6	-1	5	1.1	-2
C=CCc1cc(Cl)ccc1OCCOCCN(C)C	-5	3	-1	5	-2	i	-9	8	-1.6	-2
CCOC(=O)c1cc(S(=O)(=O)N2CCN(Cc3ccccc3)CC2)cn1C	-5	0	8	-10	19	i	10	8	-3.5	-1
COC(=O)c1ccc(COn2c(=O)c(C)[n+]([O-])c3ccccc32)cc1	5	4	1	21	7	/	-6	7	/	-2
Cc1c(C(=O)N2CCC3(CC2)OCCO3)sc2ncnc(N(C)c3ccccc3)c12	-13	5	1	15	13	3.2	-2	11	/	5
Cc1cc(C(=O)C(C)OC(=O)c2ccc(NC(=O)CC#N)cc2)c(C)n1-c1ccc(OC(F)F)cc1 (stereo unspecified)	19	-74	0	/	11	i	-11	7	0.0	/
CCC(=O)N(CCc1ccccc1)Cc1cc2cc(C)ccc2[nH]c1=O	-6	/	7	5	6	i	4	-13	1.4	3
O=c1[nH]snc1N1CCOCC1	9	1	-3	37	3	-0.9	3	9	-50	6
CCOC(=O)CSc1ncnc2c(C(=O)OCC)c3n(c12)CCC3	-6	-3	8	0	-2	-0.2	-2	0	-1.1	-2
COc1cccc(C2NC(c3cccc(OC)c3O)C(C)C(=O)C2C)c1O (stereo unspecified)	0	-4	3	12	1	-2.5	0	-3	-51	-5
CC1=CC(=C(C#N)c2nc3ccccc3s2)C=C(C)N1c1ccc(F)cc1F	-11	5	4	-17	-1	i	-60	-5	/	-2
Cn1nc(-c2ccc(N3CCN(CCO)CC3)c([N+](=O)[O-])c2)c2ccccc2c1=O	-5	6	-23	8	-5	-0.3	6	5	-3.8	-1
COC(=O)C(NC(=O)c1ccc(C)cc1)(Nc1cccc(C)n1)C(F)(F)F (stereo unspecified)	-8	-9	-1	18	2	-0.2	1	5	/	4
Cc1cc(C)c2c(N)c(C(=O)c3ccc(Br)cc3)oc2n1	-9	-4	-2	16	-7	-0.4	9	-3	1.3	-1
O=C1c2cccc(OCC(=O)N3CCCc4ccccc43)c2CCN1Cc1ccccc1	-7	-1	7	-17	27	-0.4	6	-6	-0.9	-1
O=C(COC(=O)CCSc1ccccc1Cl)NCc1ccco1	-13	6	-1	25	1	i	-21	-4	2.3	3

7 compounds picked at random from those above:
SMILES	SSB-PriA inh	Rv3671c protease	PrPC TRFRET	VHR inh abs	Y pestis TopoI	Vc quorum ag	MazEF act	CCHF vOTU inh	TcdB inh	3CLpro inhibitor
CNC(=O)C(C)Sc1ccc(S(=O)(=O)N2CCOCC2)cn1 (stereo unspecified)	-15	-15	0	/	1	-0.1	5	5	-0.1	/
COCCCNCC#CCOc1ccc(OC)cc1	-7	7	-4	20	1	-1.4	7	0	0.5	6
CCC(=O)N(CCc1ccccc1)Cc1cc2cc(C)ccc2[nH]c1=O	-6	/	7	5	6	i	4	-13	1.4	3
C=CCc1cc(Cl)ccc1OCCOCCN(C)C	-5	3	-1	5	-2	i	-9	8	-1.6	-2
CCOC(=O)c1cc(S(=O)(=O)N2CCN(Cc3ccccc3)CC2)cn1C	-5	0	8	-10	19	i	10	8	-3.5	-1
O=C(CCNc1ccc(F)c(Cl)c1)c1ccco1	2	-1	8	22	0	-3.6	-1	5	1.1	-2
O=C(Nc1nnc(CCN2CCCCC2)s1)C1CCCCC1	-9	1	-1	-9	-1	-0.4	5	0	/	-5

Continuation.
SMILES	SSB-PriA inh	Rv3671c protease	PrPC TRFRET	VHR inh abs	Y pestis TopoI	Vc quorum ag	MazEF act	CCHF vOTU inh	TcdB inh	3CLpro inhibitor
O=C(Nc1cccc(Cl)c1)c1cnccn1	-2	6	4	4	7	0.7	11	23	-2.6	1
CC(C)CC(N)c1csc(NC(=O)Nc2ccccc2-c2ccccc2)n1 (stereo unspecified)	/	/	3	/	-21	-0.3	/	1	2.1	/
CN(C)CCNc1ncnc2c1ncn2[C@H]1CN(C)C[C@@H](CO)O1	/	/	-5	/	-2	i	/	1	0.2	/
COc1ccc(C2C=C(C34CC5CC(CC(C5)C3)C4)NC(=S)N2)cc1OC (stereo unspecified)	25	3	-3	30	19	-0.2	5	11	1.3	5
CC(=O)c1sc(NC(=O)C2CCN(C(=O)c3ccccc3C)CC2)nc1-c1ccccc1	-15	-5	-1	/	9	i	0	17	-1.0	/
COc1cc(/C=N/NC(=O)c2cnccn2)cc(OC)c1OC	/	-8	-8	1	-3	i	3	7	0.5	-5
O=C(NC1CCCCC1c1ccccc1)c1ccccc1 (stereo unspecified)	-28	/	-6	/	4	1.2	1	-15	1.8	/
COC(=O)c1cccc(S(=O)(=O)N2CCN(c3nc4ccccc4s3)CC2)c1	5	4	-6	-17	-4	-0.3	0	8	/	2
CCOC(=O)c1cccc(NC(=O)CSc2nncn2-c2ccccn2)c1	13	-11	-1	12	4	-0.5	12	1	0.4	2
COCCC(=O)N1CCC(Oc2ccc(C(=O)N3CCCCC3COC)cc2)CC1 (stereo unspecified)	1	8	6	-15	9	-0.3	5	3	0.4	-1
O=c1c2cc3ccccc3n2cnn1Cc1ccccc1F	-2	-14	9	9	23	i	-6	-9	/	6
COc1ccc2c(c1)CC/C(=C\C=C\c1ccccc1)C2=O	-6	-5	-6	4	19	-6.7	3	2	/	0
COc1ccc(/C=C2\CCC(C3CCCC3)C2=O)cc1 (stereo unspecified)	-17	-7	-5	-16	4	-0.6	4	-2	1.2	1
CCOc1ccc(CN2CCNC(=O)C2CC(=O)NC2CCCCCC2)cc1 (stereo unspecified)	-2	-5	-2	23	2	i	-3	18	1.3	-4
CCOc1ccc(NC(=O)CC2C(=O)N(c3ccccc3)C(=O)N2Cc2ccco2)cc1 (stereo unspecified)	7	-6	0	22	-2	-0.3	-4	-9	1.2	2
CCc1ccccc1NC(=O)Cn1nnc(C(=O)NCc2cccs2)c1N	2	-3	8	-3	-2	-0.5	5	0	/	1
Cc1cc(C)c(NC(=O)CN2CCN(C)CC2)c(C)c1	9	-1	-1	-13	2	0.0	13	1	-0.1	/
Cc1ccc(S(=O)(=O)Nc2c(C)cc(C)nc2Cl)cc1	-11	0	-5	21	-1	1.6	14	-12	2.6	1
COc1cc(/C=N/NC(=O)c2ccccc2)ccc1OS(=O)(=O)c1ccccc1	/	-33	8	42	1	/	2	8	/	-4
COc1ccc(S(=O)(=O)N2CCC(C(=O)N[C@@H](C)C(=O)NCc3ccccn3)CC2)cc1	/	/	7	/	2	i	5	-11	0.2	/
CCOC(=O)c1ccc(NC(=O)CCS(=O)(=O)c2ccc(Br)s2)cc1	0	-2	1	6	-4	-3.8	1	-4	/	-3
Cc1cc(C)c[n+](-c2nc3ccccc3nc2[N-]S(=O)(=O)c2ccc(Cl)cc2)c1	-5	2	-11	-2	9	-0.4	-2	6	2.1	2
CC(C)C(=O)c1cn(Cc2ccc(C#N)cc2)c2ccccc12	-53	7	5	13	-7	-4.8	5	11	/	2
Cc1cc(C)n2ncc(C(=O)NCc3ccc(Cl)cc3)c2n1	-9	5	12	10	24	i	10	-6	/	-2

Screening results (PubChem BioAssay)
